RGS12 GoLoco inh: qHTS Assay for Inhibitors of RGS12 GoLoco Motif Activity (Red Fluorophore) | Guanine nucleotide-binding protein G(i) subunit alpha-1 (Homo sapiens), P63096 | Gai1:RGS12 GoLoco peptide FP, rhodamine, 10 min | Potency, µM (titrated, usually from 61.6 µM), inactives show at the highest dose activity, negative = inhibition, hits mostly inhibitors | 230,000 compounds, 0.44% hits | AID 880, 2007; active = well fitted inhibition curve with a large enough effect, not every such curve was filed as active; inactive = no such curve, though single readings can be large or run the other way; note: % is set by controls: 0 for no effect and ±100 for the full control effect; nearly all actives have a fitted effect of over 30% in size; many of its hits are not listed in these tables
Target sequence (P63096 whole entry, looked up): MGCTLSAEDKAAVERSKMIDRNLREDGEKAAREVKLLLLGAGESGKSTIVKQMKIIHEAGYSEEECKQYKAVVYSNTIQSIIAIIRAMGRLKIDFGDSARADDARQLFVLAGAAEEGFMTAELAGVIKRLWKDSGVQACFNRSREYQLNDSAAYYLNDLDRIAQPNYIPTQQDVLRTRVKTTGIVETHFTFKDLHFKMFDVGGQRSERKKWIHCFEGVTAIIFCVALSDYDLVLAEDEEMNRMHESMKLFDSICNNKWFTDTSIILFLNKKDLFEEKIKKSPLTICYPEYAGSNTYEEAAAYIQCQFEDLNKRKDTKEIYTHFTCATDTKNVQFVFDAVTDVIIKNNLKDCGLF
GAA glycogen mod: qHTS Assay for Inhibitors and Activators of Human alpha-Glucosidase Cleavage of Glycogen; Lysosomal alpha-glucosidase (Homo sapiens), P10253; recombinant GAA, glycogen substrate, Amplex Red glucose oxidase fluorescence; Potency, µM (series often up to 76.4 µM), without a hit: at the highest dose activity change, negative = inhibition, usual class: inhibitors; 300,000 compounds, 0.38% hits; AID 2100, 2009;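 note: 0% = full enzyme reaction and -100% = no-enzyme basal signal; the screen sought inhibitors and activators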
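Recombinant enzyme (4 nM final) with compounds titrated up to 77 uM and bovine liver glycogen (30 ug) in citrate pH 5.0, 0.01% Tween-20, 37 C 40 min. Released glucose detected by Amplex Red/glucose oxidase (Ex 573/Em 610); AC50 from Hill fits.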
GAA inhib: qHTS Assay for Inhibitors of Human alpha-Glucosidase as a Potential Chaperone Treatment of Pompe Disease; 200,000 compounds, 0.005% hits; Potency, µM (titrated, usually from 76.9 µM), for inactives: at the highest dose activity change, negative = inhibition, hits mostly inhibitors; purified human GAA, 4-MU-alpha-glucoside fluorescence; Lysosomal alpha-glucosidase (Homo sapiens), P10253;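 note: plate controls were uninhibited enzyme wells for no effect and no-enzyme background for full effect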
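Activity normalized between no-enzyme (basal) and enzyme-only wells. Conditions: 4 nM human enzyme, 400 uM fluorogenic substrate, citrate/phosphate pH 5.0 with Tween-20, 20 min room temperature, compounds up to 77 uM.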
HTT aggregate: qHTS Multiplex Assay to Identify Dual Action Probes in a Cell Model of Huntington: Aggregate Formation (GFP) | Potency, µM (highest dose often 46.1 µM), for inactives: at the top dose activity change, negative = inhibition, actives largely listed as inhibitors | 220,000 compounds, 1.1% hits | AID 1688, 2009 | PC12 HttQ103-GFP aggregates, Acumen cytometry, 40 h; note: % is set by controls: 0 for no effect and ±100 for the full control effect; nearly all actives have a fitted effect of over 60% in size
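PC12 cells stably carrying ecdysone-inducible HTT exon 1 Q103–GFP were induced with tebufenozide (100 nM final) and treated with library compounds in titration. GFP aggregates in lysates were counted by laser scanning cytometry.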
HTT cytoprotect: qHTS Multiplex Assay to Identify Dual Action Probes in a Cell Model of Huntington: Cytoprotection (ATP). PC12 HTT-Q103 induced, cytoprotection, ATP luminescence, 40 h. Potency, µM (titrated, usually from 56.4 µM), for the others: cytoprotection (ATP increase), usual class: activators. 230,000 compounds, 0.14% hits. AID 1471, 2008;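 note: % of control where 0% means no effect; nearly all actives have a fitted effect of over 45% in size; toxic huntingtin expression switched on by the ecdysone agonist tebufenozide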
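PC12 cells with ecdysone-inducible HTT exon 1 Q103-GFP, induced with 100 nM tebufenozide and co-treated with library compounds in a dose series (1536-well, 1500 cells/well). Cytoprotection read as ATP content by ATPlite luminescence.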
IMPase Li cell: qHTS Assay for Identifying the Cell-Membrane Permeable IMPase Inhibitors: Potentiation with Lithium. 210,000 compounds, 0.35% hits. CHO-M1 cells, IP1 TR-FRET (IP-One), carbachol + lithium. Potency, µM (doses to about 59.4 µM), inactives show at the highest dose activity, negative = IMPase inhibition, hits mostly inhibitors. AID 1457, 2008;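 note: IP1 builds up when IMPase is blocked and the TR-FRET signal falls; plate controls were basal vehicle for no effect and high inhibitor control for full effect; nearly all actives have a fitted effect of over 50% in size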
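Test compounds were applied to CHO-M1 cells previously cultured for 16–30 h at 2000 per well. A small lithium amount accompanied them; after 30 min at 37C, IP1 was quantified by TR-FRET.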
aGlu spleen mod: qHTS Assay for Inhibitors and Activators of Human alpha-Glucosidase From Spleen Homogenate; Lysosomal alpha-glucosidase (Homo sapiens), P10253; human spleen homogenate, 4-MU-alpha-glucoside fluorescence; Potency, µM (highest dose often 79.9 µM), for inactives: at the highest dose activity change, negative = inhibition, actives largely listed as inhibitors; 240,000 compounds, 0.006% hits;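 note: 0% = enzyme with vehicle and -100% = no enzyme basal signal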
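Human spleen homogenate (1 ug) with 4-methylumbelliferyl-alpha-D-glucopyranoside (1 mM final) in 50 mM citrate/phosphate pH 5.0, 0.01% Tween-20; 40 min at 37 C. Stopped at pH 10; 4-MU fluorescence Ex 365/Em 440 nm; AC50 by Hill fit.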
* marks the source's active call; other numbers are inactive results; ? = inconclusive; . = not tested or not shown; [ ] = another dose, or the depositor's remark. Unless noted, calls come from the whole dose curve; as a rule, active = well fitted curve in the direction sought with a large enough effect; inconclusive = small, poorly fitted or top-dose-only effect, or another doubt; inactive = no such curve, though single readings can be large; an effect the other way counts as inactive or inconclusive. Potency is the fitted concentration of half-maximal effect. A portion of the library; rates above refer to the full screens.

Values run as follows: RGS12 GoLoco inh | GAA glycogen mod | GAA inhib | HTT aggregate | HTT cytoprotect | IMPase Li cell | aGlu spleen mod
> CN(CC(=O)Nc1ccc(F)cc1[N+](=O)[O-])Cc1ccccc1
  -2% | 4% | -13% | -22% | -26% | 1% | -5%
> O=C(c1cc2ccccc2oc1=O)N1CCSC1c1ccco1 (centres undefined)
  3% | 11% | 3% | -19% | -16% | 5%[38.3 µM] | -28%
> Cc1ccc(C(=O)N2CCN(C(=O)CN3CCCC3)C2)cc1
  1% | 7% | -2%[15.4 µM] | 14% | 2%[10 µM] | 4%[38.3 µM] | -7%
> CC(=O)Oc1cccc(C(=O)O)c1OC(C)=O
  -18% | . | . | . | -53%[inhibitor] | 16% | 9%
> O=C(Nc1cccc(O)c1)c1cc2nc(-c3ccccc3)cc(-c3ccccc3)n2n1
  -2% | 3% | ? | 2% | -2%[10 µM] | ? | -12%
> CCN(CC(=O)Nc1ccc(OC)cc1)C(=O)c1ccc([N+](=O)[O-])cc1
  5% | 6% | 1% | -7% | 24% | -3% | -1%
> CSCC[C@H](NC(=O)COc1ccc(Cl)cc1)c1nc2ccccc2[nH]1
  24% | -12% | -12% | -14% | 0%[10 µM] | 6% | -3%
> O=C(NCCc1cccs1)C12CN(Cc3ccccc3)CC1C(c1cccc([N+](=O)[O-])c1)=NO2 (centres undefined)
  -3% | -4% | -21% | -10% | -9%[10 µM] | -4% | -2%
> O=C(CN1CCN(Cc2ccccc2)CC1)NCC1COc2ccccc2O1 (centres undefined)
  -3% | 6% | -11% | 10% | 11%[10 µM] | 9% | -4%
> COc1ccc(S(=O)(=O)N2CCOC2CNC(=O)C(=O)NCCc2c[nH]c3ccccc23)cc1C (centres undefined)
  13% | -2% | -2% | ? | . | 11% | 3%
> CC1(C)CC(=O)C2=C(C1)N=C1SCCC(=O)N1C2c1ccc(C(F)(F)F)cc1 (centres undefined)
  -1% | -1% | -4% | 11% | 5% | -8%[38.3 µM] | -9%
> O=S(=O)(Nc1ccc(-c2csc(-c3ccccc3)n2)cc1)c1ccccc1
  -3% | -5% | -7% | -14% | 17%[10 µM] | 5% | -10%
> CCCC(=O)c1cc(F)c(N2CCN(S(=O)(=O)c3ccccc3)CC2)cc1C
  -2% | 0% | ? | -14% | -11% | -4%[38.3 µM] | 3%
> COc1cccc(-c2nnc(SCC(=O)OC(C)C)n2N)c1
  4% | 10% | ? | 3% | -21%[0.074 µM] | 2%[38.3 µM] | 0%
> CN(C)C(=S)c1ccc2ccccc2n1
  2% | 3% | 5% | -14% | 3% | -18%[38.3 µM] | -12%
> Cc1ccc(CSc2nnc([C@@H]3CCCN3)o2)cc1
  5% | 3% | -5% | -3% | -18% | -12%[38.3 µM] | -2%
> NC(Cc1c[nH]c2ccccc12)C(=O)O (centres undefined)
  -58% | . | . | . | . | 1% | -4%
> CCOc1ccc(C(=O)NCC(=O)OCC(=O)N2CCCCC2)cc1
  -6% | 5% | -5% | -10% | 2% | 17%[38.3 µM] | -2%
> Cc1cc(NC(=S)N(CCN2CCCCC2)Cc2ccco2)ccc1Cl
  146%[activator] | 3% | -6% | ? | -57% | 20% | 2%
> O=C1[C@@H]2[C@@H]3C[C@@H]([C@H]4ON=C(c5ccc(OCc6ccccc6)cc5)[C@@H]34)[C@@H]2C(=O)N1c1ccc2c(c1)OCO2
  5% | 16% | -6% | -19% | 14%[10 µM] | -1% | -3%

Compound profiles (already shown).
CC(=O)Oc1cccc(C(=O)O)c1OC(C)=O reads RGS12 GoLoco inh = -18%; GAA glycogen mod = .; GAA inhib = .; HTT aggregate = .; HTT cytoprotect = -53%[inhibitor]; IMPase Li cell = 16%; aGlu spleen mod = 9%
Cc1cc(NC(=S)N(CCN2CCCCC2)Cc2ccco2)ccc1Cl reads RGS12 GoLoco inh = 146%[activator]; GAA glycogen mod = 3%; GAA inhib = -6%; HTT aggregate = ?; HTT cytoprotect = -57%; IMPase Li cell = 20%; aGlu spleen mod = 2%

New compounds follow
Values run as follows: RGS12 GoLoco inh | GAA glycogen mod | GAA inhib | HTT aggregate | HTT cytoprotect | IMPase Li cell | aGlu spleen mod
> CCC(=O)n1nc(-c2ccco2)nc1N
  -6% | 7% | 0% | 9% | 3% | -4%[38.3 µM] | 1%
> Cn1ccnc1SCC(=O)Nc1cccc([N+](=O)[O-])c1
  0% | 3% | -1% | 0% | -15% | ? | 0%
> COc1ccc(NC(=O)c2ccc(-n3c(C)ccc3C)cc2)c(OC)c1
  10% | -4% | 8% | 15% | -47%[inhibitor] | -2% | 3%
> O=C(O)CCN=Cc1c(O)c2ccccc2oc1=O
  13% | -8% | 5% | 6% | 3%[10 µM] | 6% | 5%
> O=C(C1CCCN(S(=O)(=O)c2cccc3nonc23)C1)N1CCN(c2cccc(Cl)c2)CC1 (centres undefined)
  5% | 5%[76.3 µM] | -4% | 10%[1.84 µM] | -38% | 42%[activator][38.3 µM] | -17%
> Cc1noc(C)c1COc1ccc(C(=O)OCC(=O)N2CC3(C)CC2CC(C)(C)C3)cc1 (centres undefined)
  9% | -16% | -10% | -1% | -6% | 25%[38.3 µM] | -9%
> O=C(Nc1nc(-c2ccco2)c(-c2ccco2)s1)C1CC(=O)N(c2ccc3c(c2)OCCO3)C1 (centres undefined)
  17% | -6% | -8% | 3% | -27%[10 µM] | 34%[activator][38.3 µM] | -16%
> CCCN1C(=O)/C(=c2\s/c(=C3\C=Cc4ccccc4N3CC)c(=O)n2-c2ccccc2)SC1=S
  11% | 13% | -3% | -7% | 7%[10 µM] | 0% | -5%
> COc1ccc(NC(=O)CSc2ccc(C)cc2)cc1
  -6% | -9% | -5% | -2% | ? | 4% | 13%
> CCN(CCCn1c(=S)[nH]c2ccc(N3CCOCC3)cc2c1=O)c1ccccc1
  2% | 3% | 1% | -7% | -95%[inhibitor] | -5% | 3%
> Cc1ccc(S(=O)(=O)NNC(=O)c2ccccc2O)cc1
  0% | 3% | 12% | 13% | 0%[10 µM] | -3% | 2%
> CC(C)(C)C1CCC(OC(=O)CCC(=O)Nc2ccccc2)CC1 (centres undefined)
  . | -19% | ? | -6% | 3%[10 µM] | . | -4%
> CCn1c(SCC(=O)OC)nnc1-c1ccccc1
  6% | -12% | ? | . | . | 4% | -9%
> CCC(C)c1ccc(NC(=S)NC2CCN(Cc3ccccc3)CC2)cc1 (centres undefined)
  2% | 3% | -6% | ? | 17%[10 µM] | 6% | -8%
> Cc1ccc(C)c(NC(=O)CCC(=O)NNC(=O)C(c2ccccc2)c2ccccc2)c1
  -7% | 7% | 2% | 14% | 6% | -3%[38.3 µM] | 8%
> O=C(Nc1ccc2c3c(cccc13)CC2)c1ccco1
  . | 0% | 8% | -9% | -57%[inhibitor][10 µM] | . | -6%
> C/C(=N\NC(=O)c1ccccc1C)c1ccc(N2CCOCC2)cc1
  7% | -3% | -1% | -3% | -4% | 6%[38.3 µM] | -8%
> O=C(c1ccccc1)N1CCN(c2nc3ccc([N+](=O)[O-])cc3s2)CC1
  -4% | 15% | 4% | 21% | -8% | 6% | -2%
> N#CC1=C(N)C(C#N)(C#N)C2(C(=O)Nc3ccccc32)C2CCCC=C12 (centres undefined)
  34%[activator] | -25% | -5% | -18% | 37% | -14%[38.3 µM] | -3%
> CC(C)=NNc1nc(-c2ccc([N+](=O)[O-])cc2)cs1
  3% | ? | 0% | -7% | 9%[10 µM] | 2% | -7%
> Clc1ccc2nc(CSc3nncn3-c3ccccc3)cn2c1
  1% | -1% | -3% | 3% | -8% | -3%[38.3 µM] | 2%
> CC(C)(C)c1ccc2c(c1)OC(C(=O)N/N=C/c1ccc([N+](=O)[O-])o1)CO2 (centres undefined)
  2% | 1% | . | 5%[9.22 µM] | -11%[10 µM] | . | -8%
> CCOc1ccc(Nc2nc(Cc3nnc(SCC(=O)c4ccc(C)cc4)o3)cs2)cc1
  9% | -4% | -5% | ? | 12%[10 µM] | 23%[38.3 µM] | -3%
> Cc1ccc(CN=c2c([N+](=O)[O-])nn(-c3ccc4c(c3)OCCO4)n2O)cc1
  -9% | -1% | 5% | -2% | -2%[10 µM] | -8% | 4%
> COc1ccc(Cl)cc1C(=O)NNC(=O)c1cccc([N+](=O)[O-])c1
  -2% | 22% | 12% | -8% | -22% | 3% | -3%
> COCCNS(=O)(=O)c1ccc2c(c1)C(=NO)c1cc(S(=O)(=O)NCCOC)ccc1-2
  13% | -17% | . | 13%[9.22 µM] | 7%[10 µM] | . | -2%
> CC1CCN(S(=O)(=O)c2ccc3c(c2)c(=O)c(C(=O)NCc2cccs2)cn3C)CC1
  1% | 5% | -4% | -8% | . | -7% | 6%
> O=C(Nc1nc(-c2ccc(-c3ccccc3)cc2)cs1)c1cc([N+](=O)[O-])ccc1N1CCOCC1
  10% | 5% | . | -18%[9.22 µM] | -12%[10 µM] | -4% | 2%
> O=C(CCCn1c(=S)[nH]c2ccc(Br)cc2c1=O)N1CCN(c2ccccn2)CC1
  4% | -2% | -10% | -31% | -11% | 19%[38.3 µM] | 6%
> COc1ccc(-c2nc3c(c(=O)c4ccccc4n3C)c(=O)n2Cc2ccccc2)cc1
  2% | 7% | ? | 3% | 4%[10 µM] | 5% | -3%
> Cc1nnsc1C(=O)Nc1ccccc1Cl
  5% | -11% | 0% | -8%[9.22 µM] | -4%[0.074 µM] | 1%[38.3 µM] | -2%
> Cc1ccc(NC2=NCC(=O)N2C2CCCC2)cc1
  18% | 18% | 9% | 3%[9.22 µM] | 0%[10 µM] | 5% | 4%
> Cc1[nH]nc2c1C(c1cccs1)C1=C(CCCC1=O)N2 (centres undefined)
  11% | -18% | 2% | 11% | 19% | 1% | 4%
> CCOC(=O)C1CCCN(c2c(NCCCN3CCCC(C)C3)c(=O)c2=O)C1 (centres undefined)
  -15% | 9% | 0% | 0% | 4% | -8%[38.3 µM] | -7%
